Bioassay records: PubChem, National Center for Advancing Translational Sciences (NCATS)
GLP1R cytotox: cytotoxicity counter-screen for GLP-1 receptor inverse agonists. HEK293 cAMP-luciferase reporter cells, luminescence, 24 h. Potency, µM (doses to about 38.3 µM), for inactives: at the top dose activity change, negative = inhibition, most hits filed as inhibitors. hit rate 0.13% among 410,000;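 note: loss of luciferase light is scored as toxicity; potency is the fitted concentration of half-maximal effect; % is set by controls: 0 for no effect and ±100 for the full control effect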
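Compound-treated cells are incubated 24 hr at 37 deg C under 5% CO2 after a 12 hour attachment period, then luciferase detection reagent is added and luminescence is measured following 12 min at room temperature; lowered signal indicates toxicity.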
PI5P4Ka inh: PI5P4K alpha (human) kinase inhibition. PI5P4Kalpha enzyme, ADP-Glo luminescence, 60 min; active compounds read low. max response, %. hit rate 1.2% among 330,000; active = max response of -50% or lower; inconclusive = between -30% and -50%; inactive = -30% or higher; note: value at the top dose of about 77 µM; % is set by controls: 0 for no effect and ±100 for the full control effect
Target sequence (P48426 whole entry, looked up): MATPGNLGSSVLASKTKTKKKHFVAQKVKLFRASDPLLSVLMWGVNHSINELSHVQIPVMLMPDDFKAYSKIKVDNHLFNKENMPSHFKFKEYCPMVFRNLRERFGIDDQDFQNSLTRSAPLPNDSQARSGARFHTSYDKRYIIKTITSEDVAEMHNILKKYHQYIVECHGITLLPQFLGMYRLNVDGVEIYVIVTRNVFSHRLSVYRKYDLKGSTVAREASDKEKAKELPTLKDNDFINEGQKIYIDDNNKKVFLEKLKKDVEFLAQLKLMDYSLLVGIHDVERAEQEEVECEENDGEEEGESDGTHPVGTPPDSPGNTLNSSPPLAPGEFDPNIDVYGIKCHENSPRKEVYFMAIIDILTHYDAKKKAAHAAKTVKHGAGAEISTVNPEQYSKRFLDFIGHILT
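Enzyme plus substrate dispensed, test compounds pinned in, then ATP (5 microM final) added. After 60 min at RT, ADP-Glo reagent 1 for 45 min and reagent 2 for 30 min preceded luminescence imaging.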
DRD3 agonist: activates the human D3 dopamine receptor | P35462 | D3R DiscoveRx beta-arrestin cells, luminescence, 90 min | max activation, % | hit rate 0.58% among 410,000; in the data active = max activation above about 30%; note: 0% is about no effect; mostly tested at two doses, the higher about 12 µM
Target sequence (P35462 whole entry, looked up): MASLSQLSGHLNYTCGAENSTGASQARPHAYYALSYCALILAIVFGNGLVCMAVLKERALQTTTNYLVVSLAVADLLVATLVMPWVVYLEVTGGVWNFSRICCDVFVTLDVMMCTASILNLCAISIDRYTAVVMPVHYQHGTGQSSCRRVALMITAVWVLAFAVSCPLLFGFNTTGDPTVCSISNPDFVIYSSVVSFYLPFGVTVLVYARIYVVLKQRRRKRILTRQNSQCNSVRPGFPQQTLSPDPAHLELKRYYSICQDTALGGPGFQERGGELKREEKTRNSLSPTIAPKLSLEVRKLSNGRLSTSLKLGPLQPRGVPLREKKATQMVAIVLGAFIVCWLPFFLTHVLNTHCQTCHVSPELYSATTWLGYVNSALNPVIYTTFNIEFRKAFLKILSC
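Agonist mode: compounds and dopamine controls were applied to plated cells for 90 min at 37 degrees C after an overnight attachment at 1500 cells/well. Luminescent read-out followed 30 - 60 minutes at room temperature with DiscoveRx detection reagent.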
WRN inhibitor: blocks human WRN helicase; AID 651768; Potency, µM (series often up to 114 µM), without a hit: at the top dose activity change, negative = inhibition, hits mostly inhibitors; Q14191; WRN helicase unwinding, fluorescent forked duplex, kinetic; hit rate 0.46% among 360,000; note: potency is the fitted concentration of half-maximal effect; % is set by controls: 0 for no effect and ±100 for the full control effect; nearly all actives have a fitted effect of over 55% in size
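Enzyme (20 nM final) and test compound sit together 15 min at room temperature before substrate addition. Substrate is a single-forked duplex oligonucleotide (100 nM) labelled with fluorophore and quencher, with 2 mM ATP; helicase unwinding raises red fluorescence, read kinetically.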
IL2 activator: activates IL-2 in a cell-based reporter assay. IL-2 activation reporter assay, cell-based qHTS; stimulated with anti-CD3/CD4/CD28 beads; in transgenic mouse T cells. AID 652025. hit rate 0.065% among 360,000. activation, % (series mostly up to about 46 µM); in the data active = activation above about 50%; inconclusive = mostly about 30% to 49%; note: 0% is about no effect
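Screening format: compound pinned onto unstimulated transgenic mouse T cells, 60 min incubation, then anti-CD3/anti-CD4/anti-CD28 bead stimulation for 18 hours at 37 degrees C, followed by EGFP and DsRed detection.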
GLP-1R agonist: activates the human GLP-1 receptor; P43220; HEK293 GLP-1R CRE-luciferase, luminescence, 4-6 h; cells express a hypersensitive GLP-1R form; Potency, µM (series often up to 45.6 µM), inactives show at the top dose activation, hits mostly activators; hit rate 0.007% among 380,000; AID 624172; note: potency is the fitted concentration of half-maximal effect; % of control where 0% means no effect
PLK1 PBD block: inhibitors of human PLK1 polo-box domain binding; AID 720504; Potency, µM, for the others: max response, negative = inhibition, usual class: inhibitors; Plk1 PBD binding of FITC phosphopeptide, fluorescence polarization; hit rate 2.8% among 360,000; P53350; note: potency is the fitted concentration of half-maximal effect; series mostly up to about 57 µM; % is set by controls: 0 for no effect and ±100 for the full control effect; nearly all actives have a fitted effect of over 65% in size
GLP-1R inv ag: GLP-1 receptor (human) inverse agonism; P43220; HEK293 GLP-1R CRE-luciferase, luminescence, 24 h; GLP-1R form is constitutively active; Potency, µM (highest dose often 38.3 µM), without a hit: at the top dose activity change, negative = inhibition, hits mostly inhibitors; hit rate 1.6% among 410,000; AID 624417; note: potency is the fitted concentration of half-maximal effect; % is set by controls: 0 for no effect and ±100 for the full control effect; nearly all actives have a fitted effect of over 55% in size
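Stable HEK293 clone (constitutively active GLP-1R + cAMP-response luciferase); 200 cells/uL plated, 12 h pre-culture, compound 24 hr, 37 deg C/5% CO2; detection reagent 12 min RT; luminescence.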
D3 antag: blocks the human D3 dopamine receptor | hit rate 2.5% among 360,000 | D3R cells, DiscoveRx beta-arrestin luminescence, antagonist mode; active compounds read low | AID 652054 | max response, negative = inhibition, %; in the data active = max response below about -50%; inconclusive = no clear call, values can overlap the other calls; note: % is set by controls: 0 for no effect and ±100 for the full control effect; mostly tested at two doses, the higher about 12 µM
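Cells expressing the human receptor were seeded at 1500 cells/well, incubated overnight at 37 degrees C in 5% CO2, then exposed to library compounds with dopamine controls for 90 minutes at 37 degrees C before luminescent detection.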
Active calls of the source: *; ? = inconclusive; / = not tested or not shown; & = joins results of further samples; [ ] = remark or other dose. Unless noted, calls come from the whole dose curve; as a rule, active = well fitted curve in the direction sought with a large enough effect; inconclusive = small, poorly fitted or top-dose-only effect, or another doubt; inactive = no such curve, though single readings can be large; an effect the other way counts as inactive or inconclusive.

SMILES	GLP1R cytotox	PI5P4Ka inh	DRD3 agonist	WRN inhibitor	IL2 activator	GLP-1R agonist	PLK1 PBD block	GLP-1R inv ag	D3 antag
CC(C)CC1=NN(C(=O)c2ccncc2)C(O)(C(F)(F)F)C1 (stereo not given)	-23%	-17	-7	-3%	-5.6	-1%	24µM*	1.1µM*	1
CC1(C(=O)NS(=O)(=O)c2cccc(C#N)c2)CCN1C(=O)CCc1ccccc1 (stereo not given)	2%	8	1	-3%	0.8	-1%	8%	-9%	13
O=C(Oc1ccc([N+](=O)[O-])cc1)c1cncc(Br)c1	12%	-10	-4	-15%	-4.1	3%	?	-7%	20
CCOC(=O)Cn1cc(C(=O)c2cccs2)c2ccccc21	-6%	-3	7	-3%	-0.8	5%	1%	-23%	-6
N#Cc1c(N)n(-c2ccc(C(=O)O)cc2)c2nc3ccccc3nc12	484%[activator]	-2	9	-8%	0.6	-5%	0%	1%	14
CN(C)c1cc(-c2ccc(F)cc2)oc(=O)c1Cl	-3%	-9	-9	2%	0.4	12%	-5%	0%	0
Cc1cc(C)c(C#N)c(SCSCc2ccccc2)n1	10%	/	-8	-5%	-1.3	0%	?	-23%	4
Cc1sc2ncnc(Sc3ccccc3C(=O)O)c2c1C	-3%	?	2	-10%	2.8	-1%	-6%	2%	5
CCNS(=O)(=O)c1ccc(CCC(=O)NCCc2ccc(OC)cc2)cc1	5%	2	0	1%	2.6	8%	-16%	2%	2
CCCCCCCNC(=O)C1(CC2CC(c3ccc(Cl)cc3)=NO2)CCN(C(=O)c2ccccc2)CC1 (stereo not given)	9%	-3	4	-1%	-0.2	7%	-3%	24%	8
Cc1ccc(S(=O)(=O)C[C@@H]2OC[C@H](C(C)C)N2S(=O)(=O)c2ccc(C)cc2)cc1	-1%	4	9	-5%	0.4	/	-3%	-19%	8
CC(C)(C)N(CC(=O)NC1CCCCC1)C(=O)CS(=O)CC(=O)Nc1ccc(F)cc1 (stereo not given)	8%	-4	21	5%	2.7	1%	-3%	-2%	-1
COc1ccc(/C=N/NC(=O)c2cccnc2)cc1COc1ccc([N+](=O)[O-])c(C)c1	?	0	6	-3%	-4.7	0%	-10%	?	2
O=C(Cc1nnc(NC(=O)Nc2ccc(Cl)cc2)s1)NCc1ccccc1	3%	1	5	5%	0.1	-12%	-2%	-23%	-2
CCCCC(=O)c1ccc(O)cc1	9%	/	3	-9%	-1.4	-4%	-3%	22%	-11
Cc1cc2cc3c(cc2nc1SCc1ccc(C(=O)O)cc1)OCCO3	-26%	-5	-4	-18%	0.3	-7%	30µM*	0%	1
CC1(C)NC(=O)N(CC(O)CN2C(=O)NC(C)(C)C2=O)C1=O	-11%	/	-1	6%	-1.3	-10%	1%	1%	11
Cc1ccc(NC(=O)c2cc(NC(=O)CCCC(=O)O)ccc2Cl)cc1Cl	21%	2	4	-19%	-0.9	11%	?	2%	9
Cc1ccc(-n2ncc3c(NCc4ccco4)ncnc32)c(C)c1	-35%	-14	1	-1%	-2.2	4%	1%	-5%	16
CS(=O)(=O)Nc1ccc(C2=NN(S(C)(=O)=O)C(c3cccs3)C2)cc1 (stereo not given)	-2%	-5	0	4%	-2.3	7%	-13%	16%	-2
Cc1ccc(NC(=O)N2CCC(NC(=O)C(C)(C)C)CC2)cc1	-17%	-6	-13	-4%	-1.3	-5%	-14%	1%	-7
C#CCNC(=O)C1=C[C@H](c2ccc(C(F)(F)F)cc2)[C@@H](CCCO)[C@H](OCC)O1	-2%	2	34*	1%	0.7	3%	-1%	?	0
COc1ccc(OC)c(N2CC(O)(c3cccs3)[N+]3=C2SCCC3)c1 (stereo not given)	-4%[0.307 µM]	3	1	-4%	0.7	1%	-23%	-4%[0.307 µM]	-8
COc1cc(Br)cc(C=Nc2cccc(C(F)(F)F)c2)c1O	1%	-24	-14	?	-0.2	-34%[inhibitor]	-20%	?	-81*
COC(=O)c1c(C(=O)OC)c2n(c1C)CCS2	-5%	1	11	1%	-3.7	4%	5%	21%	-3
COc1ccc(OCC(=O)NNC(=O)c2c(-c3ccccc3Cl)noc2C)cc1	15%	-3	-4	-9%[57.1 µM]	-0.6	10%	-19%	-5%	?
CC(=O)NC(Cc1ccc(F)c(F)c1)C(=O)NC1CCN(S(=O)(=O)c2ccc(C)cc2)CC1 (stereo not given)	-14%	1	24	-1%	-0.3	0%	-28%	-19%	3
Cc1cccc(NC(=S)N2CCC(C(=O)c3ccc(F)cc3)CC2)c1C	-14%	/	-18	-23%	-0.8	-2%	2%	0%	-16
CC(C)c1ccc(/C=C2\SC(N3CCOCC3)=NC2=O)cc1	-12%	-4	3	3%	-0.4	16%	-14%	-13%	0
CCCc1nc2sc3c(c2c(=O)[nH]1)CCCC3	2%	-9	-8	10%	0.1	-1%	27µM*	13%	-12
Cc1cc(=O)oc2n[nH]c(-c3ccccc3)c12	-1%	-2	4	-4%	-1.3	7%	-6%	50%[activator]	-2
Cc1ccc(Cn2c(C)c(C(=O)NCc3cccc(C(F)(F)F)c3)sc2=O)cc1	-2%	11	1	1%[57.1 µM]	-0.7	-4%	-6%	-3%	3
CCOC(=O)CSc1ccc(S(=O)(=O)N2CCCCC2)cc1[N+](=O)[O-]	3%	4	-15	-2%	-2.2	7%	-13%	9%	-6
COCCNC(=O)CSc1nc2ccccc2c(=O)n1CC1CCCO1 (stereo not given)	-3%	0	1	8%	-3.4	0%	-4%	4%	10
CSc1nc(O)c(C(c2ccc(O)cc2)c2c(O)nc(SC)[nH]c2=O)c(=O)[nH]1	-27%	?	6	-3%	8.1	-2%	?	14%	-18
C/C(=C\C(=O)c1ccc(Br)cc1)N1CCCCC1	1%	/	-4	-14%	1.1	-1%	-3%	-20%	10
CCCCN(C=O)c1c(CC)nc2ccc(C(=O)N(C)Cc3ccccc3)cn12	-1%	-1	-14	9%	0.8	4%	-12%	21%	-16
Cc1cc(C(=O)NNC(=O)CN2C(=O)NC(C)(c3ccccc3)C2=O)c(C)o1 (stereo not given)	17%	3	3	-7%	1.6	-8%	-3%	-9%	4
CCOc1ccc(CC(C(N)=O)C(N)=O)cc1CN(C)C	6%	5	1	-6%	0.9	-4%	0%	-11%	-11
CCOc1nc(NC(=O)NS(=O)(=O)Oc2cccc(Cl)c2)nc(-c2ccccc2)n1	46%&1%	-4	8&0	-2%	-0.5	0%&3%	3%	13%&54%	21
O=C(Nc1ccccc1N1CCN(c2ccccc2)CC1)c1ccccc1F	14%	1	3	-5%[57.1 µM]	-0.5	4%	-15%	11%	5
COc1ccc(-n2nc3c(N4CCC(C(=O)NCC(C)c5ccccc5)CC4)nnc(C)c3c2C)cc1 (stereo not given)	?	-12	0	1%	-1.1	21%	6.7µM*	10µM*	-10
COC(=O)Nc1ccc(S(=O)(=O)N2CCCC(C(=O)N3CCCCCC3)C2)cc1 (stereo not given)	-21%	0	1	-1%	1.3	6%	-2%	-8%	19
COC(=O)Nc1ccc(S(=O)(=O)Nc2ccccc2F)cc1	4%	0	-9	-1%[57.1 µM]	-0.7	-3%	-1%	-2%	-7
Oc1ccc(N2CCN(Cc3nc4ccccc4[nH]3)CC2)cc1	-10%	-20	-6	-9%	0.3	6%	-7%	?	-12
COC(=O)c1ccc(C(=O)OC)c(NC(=O)CN2CCCCC2)c1	-6%	0	-11	-5%	-1.5	20%	-21%	-14%	-1
CC(=O)Nc1nnc(SCc2cccc(F)c2)s1	-7%	2	8	5%	-3.3	-6%	0%	32%[activator]	15
O=C(Oc1ccc(C(=S)N2CCOCC2)cc1)c1ccc([N+](=O)[O-])cc1	-7%	0	-2	12%	-0.6	0%	-4%	-2%	-7
CCOc1ccc(/C=N/n2nnnc2N)cc1O	-6%	-1	3	-4%	-2.8	12%	-3%	42%[activator]	-3
Cc1nn(-c2ccccc2)c(N)c1N=Nc1ccc(Cl)cc1	-13%	32	8	-16%	-2.8	30%	-2%	?	2
(further entries)
SMILES	GLP1R cytotox	PI5P4Ka inh	DRD3 agonist	WRN inhibitor	IL2 activator	GLP-1R agonist	PLK1 PBD block	GLP-1R inv ag	D3 antag
Cc1ccc(-c2c[n+](CC(=O)Nc3ccccc3)c3n2CCC3)cc1	-7%	1	-40	0%	3.9	2%	-2%	-11%	-66*
Cc1cc(Cl)n2c(nc3ccccc32)c1C#N	-6%[0.307 µM]	-1	-16	?	-0.7	-27%	?	-12%[0.307 µM]	-73*
Cc1ccc(NC(=O)CSc2ccc(-c3ccccn3)nn2)c(C)c1	1%	10	1	-4%	-1.4	1%	-4%	8%	31
COc1ccc(C(=O)NCCS(=O)(=O)NC2CCCC2)cc1	5%	0	-18	-2%	-5.1	5%	-7%	12%	-11
COc1ccc(C2=NN(C(=O)c3ccccc3)C(c3cccc([N+](=O)[O-])c3)C2)cc1 (stereo not given)	-4%	-3	-9	1%	-0.8	8%	-1%	?	-15
Cc1c(C(=O)NCCSCc2cccc(C(F)(F)F)c2)cnn1-c1ccc(F)cc1	6%	7	2	-7%	1.6	7%	-4%	?	-9
COC(=O)CCCC1=CC2=C(c3ccccc3)C(=O)C(C)(OC(=O)C3CCCC3)C(=O)C2=CN1Cc1ccc2c(c1)OCO2 (stereo not given)	?	-10	-27	7%	-0.6	22%	-2%	27%	?
CCCC(=O)Nc1nnc(Sc2ccc(N(C)C)cc2)s1	24%	1	4	5%	-0.1	-5%	-11%	11%	2

Among those listed so far, these contain a cyano group.
SMILES	GLP1R cytotox	PI5P4Ka inh	DRD3 agonist	WRN inhibitor	IL2 activator	GLP-1R agonist	PLK1 PBD block	GLP-1R inv ag	D3 antag
CC1(C(=O)NS(=O)(=O)c2cccc(C#N)c2)CCN1C(=O)CCc1ccccc1 (stereo not given)	2%	8	1	-3%	0.8	-1%	8%	-9%	13
N#Cc1c(N)n(-c2ccc(C(=O)O)cc2)c2nc3ccccc3nc12	484%[activator]	-2	9	-8%	0.6	-5%	0%	1%	14
Cc1cc(C)c(C#N)c(SCSCc2ccccc2)n1	10%	/	-8	-5%	-1.3	0%	?	-23%	4
Cc1cc(Cl)n2c(nc3ccccc32)c1C#N	-6%[0.307 µM]	-1	-16	?	-0.7	-27%	?	-12%[0.307 µM]	-73*
